KB-V1 MDR tox – kills drug-selected multidrug resistant KB-V1 cells; KB-V1 MDR cells viability, CellTiter-Glo, 72 h; Potency, µM (series often up to 46.1 µM), for the others: at the highest dose activity change, negative = cytotoxicity, actives largely listed as cytotoxic; hit rate 3.4% among 400,000; note: potency is the fitted concentration of half-maximal effect; % is set by controls: 0 for no effect and ±100 for the full control effect; nearly all actives have a fitted effect of over 60% in size
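Following 72 h at 37 degrees C with compound, KB-V1 cell viability was read by CellTiter-Glo luminescence, medium being phenol-red-free DMEM plus 10% FBS; concentration-response parameters came from normalized, curve-fitted qHTS data.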
SW480 rereplic – induces DNA re-replication in SW480 colon adenocarcinoma cells | SW480 DNA re-replication, Hoechst DNA content imaging, 48 h | hit rate 1.8% among 340,000 | Potency, µM (doses to about 46.1 µM), without a hit: top-dose re-replication activation, hits mostly activators; note: potency is the fitted concentration of half-maximal effect; % of control where 0% means no effect; nearly all actives have a fitted effect of over 55% in size
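Compounds, transferred as 23 nL by pin tool, were incubated with cells for 48 hr; DNA content per nucleus was then quantified by Hoechst staining and fluorescence plate imaging.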
HT1080NT lethal – kills 2HG-producing HT-1080-NT fibrosarcoma cells | Potency, µM (doses to about 46.1 µM), without a hit: at the top dose activity, negative = less viability, hits mostly cytotoxic | hit rate 1.6% among 360,000 | HT-1080-NT fibrosarcoma viability, CellTiter-Glo ATP luminescence, 48 h;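 note: NT is the 2HG producing partner of a matched IDH1 knockdown line; potency is the fitted concentration of half-maximal effect; 0% = DMSO-treated cells and -100% = media-only wells without cells; nearly all actives have a fitted effect of over 55% in size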
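A 48-hour cytotoxicity screen used HT-1080-NT cells plated 2 hours before compound delivery. ATP-based CellTiter-Glo luminescence measured viability, normalized to DMSO and no-cell controls.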
IL-1B inflam inh – blocks inflammasome-driven IL-1 beta release; THP-1 LPS/ATP IL-1B secretion, AlphaLISA, 16 h; hits give low values; activity change, % at 57.5 µM; hit rate 4.7% among 360,000; AID 743279; in the data active = activity change below about -50%; inconclusive = mostly about -30% to -49%; note: % is set by controls: 0 for no effect and ±100 for the full control effect
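THP-1 cells pretreated 1 hr with compounds (up to 57.5 uM final), then stimulated with LPS (250 ng/mL final) plus ATP (1.25 mM final); secreted IL-1B measured by AlphaLISA after 16 hr, decreased signal indicating inhibition.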
D3 antag – antagonists of human D3 dopamine receptor; AID 652054; D3R cells, DiscoveRx beta-arrestin luminescence, antagonist mode; hits give low values; max response, negative = inhibition, %; hit rate 2.5% among 360,000; in the data active = max response below about -50%; inconclusive = no clear call, values can overlap the other calls; note: % is set by controls: 0 for no effect and ±100 for the full control effect; mostly tested at two doses, the higher about 12 µM
Target sequence (P35462 whole entry, looked up): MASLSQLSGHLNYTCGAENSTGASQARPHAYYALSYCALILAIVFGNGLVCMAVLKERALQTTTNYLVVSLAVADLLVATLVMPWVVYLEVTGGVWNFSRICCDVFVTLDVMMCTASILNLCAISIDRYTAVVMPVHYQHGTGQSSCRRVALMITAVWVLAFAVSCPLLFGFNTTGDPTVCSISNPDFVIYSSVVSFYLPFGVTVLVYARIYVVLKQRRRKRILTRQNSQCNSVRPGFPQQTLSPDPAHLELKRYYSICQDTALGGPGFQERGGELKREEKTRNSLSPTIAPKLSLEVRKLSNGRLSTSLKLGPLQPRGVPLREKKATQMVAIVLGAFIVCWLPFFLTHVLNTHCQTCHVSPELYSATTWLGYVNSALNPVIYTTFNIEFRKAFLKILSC
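Cells expressing the human receptor were seeded at 1500 cells/well, incubated overnight at 37 degrees C in 5% CO2, then exposed to library compounds with dopamine controls for 90 minutes at 37 degrees C before luminescent detection.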
DRD3 agonist – D3 dopamine receptor (human) agonism; AID 652048; D3R DiscoveRx beta-arrestin cells, luminescence, 90 min; P35462; max activation, %; hit rate 0.58% among 410,000; in the data active = max activation above about 30%; note: 0% is about no effect; mostly tested at two doses, the higher about 12 µM
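Agonist-mode cell screen: cells plated at 1500/well and incubated overnight at 37 °C, then exposed to library compounds for 90 min at 37 °C. Detection reagent was added for 30–60 min at room temperature, and luminescence was read.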
KB-3-1 tox – KB-3-1 parental cell cytotoxicity. KB-3-1 viability, CellTiter-Glo ATP luminescence, 72 h. Potency, µM (series often up to 46.1 µM), inactives show at the highest dose activity change, negative = cytotoxic, most hits filed as cytotoxic. hit rate 1.4% among 400,000; note: potency is the fitted concentration of half-maximal effect; % is set by controls: 0 for no effect and ±100 for the full control effect; nearly all actives have a fitted effect of over 60% in size
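Parental KB-3-1 viability, qHTS format: 72 h compound exposure, 37 °C; CellTiter-Glo; media-only wells and DMSO plates as controls; concentration-effect fits on corrected data.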
GLP1R ag – GLP-1 receptor (human) agonism; Potency, µM (doses to about 45.6 µM), for inactives: at the top dose activation, most hits filed as activators; hit rate 0.007% among 380,000; P43220; HEK293 GLP-1R CRE-luciferase, luminescence, 4-6 h; cells express a hypersensitive GLP-1R form; note: potency is the fitted concentration of half-maximal effect; % of control where 0% means no effect
Target sequence (P43220 whole entry, looked up): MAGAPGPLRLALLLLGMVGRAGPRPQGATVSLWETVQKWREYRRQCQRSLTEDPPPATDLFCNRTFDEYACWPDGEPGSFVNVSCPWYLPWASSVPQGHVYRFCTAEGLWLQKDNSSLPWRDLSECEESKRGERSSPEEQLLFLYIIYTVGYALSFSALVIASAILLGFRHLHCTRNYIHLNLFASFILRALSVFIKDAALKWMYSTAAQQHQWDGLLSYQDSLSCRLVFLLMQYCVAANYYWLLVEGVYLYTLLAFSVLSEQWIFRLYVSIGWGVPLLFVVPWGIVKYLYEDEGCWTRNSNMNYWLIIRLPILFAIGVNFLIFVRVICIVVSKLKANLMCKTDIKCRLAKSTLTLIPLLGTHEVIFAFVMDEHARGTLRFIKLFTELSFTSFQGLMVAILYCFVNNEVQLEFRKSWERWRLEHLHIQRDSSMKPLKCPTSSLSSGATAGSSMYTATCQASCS
HT1080 IDH1KD tx – kills HT-1080 cells with IDH1 knockdown. HT-1080 IDH1 knockdown viability, ATP luminescence, 48 h. Potency, µM (highest dose often 46.1 µM), without a hit: at the highest dose activity, negative = toxicity, actives largely listed as cytotoxic. hit rate 2% among 360,000. AID 686971;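 note: potency is the fitted concentration of half-maximal effect; 0% = DMSO wells and -100% = cell-free medium wells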
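In this qHTS, HT-1080 cells depleted of IDH1 are exposed for 48 h at 37 °C to compound titrations. Toxicity is scored from CellTiter-Glo luminescence, with DMSO as full viability and medium alone as none.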
Active calls of the source: *; ? = inconclusive; . = no result given; [ ] = remark or other dose. Unless noted, calls come from the whole dose curve; as a rule, active = well fitted curve in the direction sought with a large enough effect; inconclusive = small, poorly fitted or top-dose-only effect, or another doubt; inactive = no such curve, though single readings can be large; an effect the other way counts as inactive or inconclusive.

The line under a structure holds: KB-V1 MDR tox, SW480 rereplic, HT1080NT lethal, IL-1B inflam inh, D3 antag, DRD3 agonist, KB-3-1 tox, GLP1R ag, HT1080 IDH1KD tx
#1 CCOC(=O)c1ccc(S(=O)(=O)Nc2nc3cc(S(=O)(=O)NC4=NCCCCC4)ccc3s2)cc1
  3%, 18%, -18%, -70*, -16, -3, 0%, 0%, -21%
#2 CCc1cccc(OCCN2CCCC2)c1
  0%, 0%, ?, 2, -60*, -34, 15%, 0%, 7%
#3 CC(NC(=O)CCNS(=O)(=O)c1ccc2c(c1)oc(=O)n2C)c1ccccc1 (configuration not stated)
  2%, 9%, 12%, 11, 3, 1, 9%, -3%, 10%
#4 O=C1CC2(CC(c3ccc(Cl)cc3)=NO2)C(=O)N1c1ccccc1 (configuration not stated)
  5%, 26%, 4%, ., 10, 14, 6%, 4%, 18%
#5 COc1ccc(S(=O)(=O)N2CCCCC2)cc1NC(=O)CCNC(=O)c1ccccc1Cl
  -14%, -1%, 2%, -4, -1, -2, 0%, 3%, -11%
#6 CC(NC(=O)COC(=O)c1cc(Cl)nc(Cl)c1)c1ccccc1 (configuration not stated)
  -4%, -7%, 15%, -4, 1, -8, 1%, 0%, 15%
#7 Cc1csc(NC(=O)C2CCCCC2C(=O)O)n1 (configuration not stated)
  22%, 0%, 3%, 33, 6, 3, -2%, 0%, 7%
#8 Fc1ccc(/C=C/c2nnc(-c3cccs3)o2)cc1
  -3%, -1%, 18%, ?, -29, -6, 15%, 7%, 14%
#9 Cc1cc(C)c2c(n1)nn1c(NCCN3CCOCC3)cc(C)nc21
  -8%, 0%, 7%, 26, 16, -3, 13%, 7%, 3%
#10 CCOC(=O)c1c(C)[nH]c(C(=O)N2CCN(C(=O)OCC)CC2)c1C
  ?, -24%, 5%, -2, 10, 0, 29%, 19%, 2%
#11 COc1ccc(-c2cc(C(=O)N3CCCCCC3)no2)cc1OC
  ?, -16%, -4%, -1, -2, -2, -6%, ?, 12%
#12 O=C(O)c1ccc(-c2sc(Nc3ccccc3)n[n+]2-c2ccccc2)cc1
  -14%, ?, -16%, 92, 2, 9, 0%, 3%, -18%
#13 Cc1ccc([C@@H]2CC=C(C(=O)O)[C@H](c3ccc(C(C)(C)C)cc3)N2S(=O)(=O)c2ccc(C)cc2)cc1
  0%, -9%, ?, 2, 0, 30*, 0%, -4%, ?
#14 COc1ccc(OCC(=O)NNC(=O)c2ccccc2OCc2c(C)noc2C)cc1
  3%, -570%[inhibitor], 14%, 23, 4, 8, -2%, 12%, 10%
#15 Cc1nc2ccc(C(=O)O)cc2c2c1CC(CN)O2 (configuration not stated)
  14%, -1%, 1%, 2, 21, 3, -2%, -3%, 3%
#16 Cc1ccc(C(=O)O/N=C/c2c(C(F)(F)F)nn(C)c2Sc2ccc(Cl)cc2)cc1
  ?, 1%, -11%, ?, 0, 1, -2%, 0%, -18%
#17 O=C(c1cn(CC(=O)N2CCCC2)c2ccccc12)C1CCCCC1
  15%, 0%, 5%, 0, 19, 1, 0%, -9%, -2%
#18 CC(C)n1cnc2c(oc3ccccc32)c1=O
  24%, 0%, -10%, 36, 1, 0, -3%, 8%, 9%
#19 COc1cccc(N2C(=O)CC(N3CCc4ccccc4C3)C2=O)c1 (configuration not stated)
  25%, -2%, 0%, 0, 7, 4, 3%, 11%, 9%
#20 CC(C)=CCN1CCN(Cc2nc(-c3ccc(F)cc3)cs2)CC1CCO (configuration not stated)
  ?, 19%, 4%, -11, -4, -9, 9%, -6%, -20%

Complete entries, quoted from the list.
COc1ccc(-c2cc(C(=O)N3CCCCCC3)no2)cc1OC as listed: KB-V1 MDR tox: ?; SW480 rereplic: -16%; HT1080NT lethal: -4%; IL-1B inflam inh: -1; D3 antag: -2; DRD3 agonist: -2; KB-3-1 tox: -6%; GLP1R ag: ?; HT1080 IDH1KD tx: 12%
O=C(c1cn(CC(=O)N2CCCC2)c2ccccc12)C1CCCCC1 as listed: KB-V1 MDR tox: 15%; SW480 rereplic: 0%; HT1080NT lethal: 5%; IL-1B inflam inh: 0; D3 antag: 19; DRD3 agonist: 1; KB-3-1 tox: 0%; GLP1R ag: -9%; HT1080 IDH1KD tx: -2%
COc1ccc(OCC(=O)NNC(=O)c2ccccc2OCc2c(C)noc2C)cc1 as listed: KB-V1 MDR tox: 3%; SW480 rereplic: -570%[inhibitor]; HT1080NT lethal: 14%; IL-1B inflam inh: 23; D3 antag: 4; DRD3 agonist: 8; KB-3-1 tox: -2%; GLP1R ag: 12%; HT1080 IDH1KD tx: 10%

Going on with the list:
The line under a structure holds: KB-V1 MDR tox, SW480 rereplic, HT1080NT lethal, IL-1B inflam inh, D3 antag, DRD3 agonist, KB-3-1 tox, GLP1R ag, HT1080 IDH1KD tx
#21 CN(Cc1ccccc1F)Cc1cc(=O)oc2cc(O)c(Cl)cc12
  0%, ?, -5%, 22, -13, 0, ?, 7%, -12%
#22 N#Cc1nc(COc2cccc(Cl)c2)oc1NCCN1CCOCC1
  -5%, ?, -8%, -19, -1, -4, 8%, 4%, -10%
#23 N#Cc1cc2c(nc1SCC(=O)Nc1nccs1)CCCCC2
  -22%, 13%, ?, 5, 6, -24, 3%, -5%, ?
#24 Cn1cnnc1SCC(=O)Nc1ccc(N2CCCCC2)cc1
  -5%, -15%, 5%, -6, 22, 2, -1%, 2%, 3%
#25 Cc1ccc(S(=O)(=O)Oc2ccc3c(c2)O/C(=C\c2cccnc2)C3=O)cc1
  -10%, 16%, 11%[9.24 µM], -9, 10, 10, 0%, -12%, -15%
#26 O=C(NC1CCCC1)C(c1ccncc1)N(C(=O)c1ccco1)c1ccc(Cl)cc1 (configuration not stated)
  -27%, -2%, -19%, -12, -4, 12, -10%, 4%, -12%
#27 CCCn1nc(C(=O)Nc2ccc3nc(C)sc3c2)c2ccccc2c1=O
  2%, 3%, -17%, -16, 36, 4, -1%, 12%, -13%
#28 CCCN1CCC(=O)N([C@H](CSc2ccc(OC)cc2)Cc2ccccc2)CC1
  -8%, -3%, 3%, 7, 5, -15, -21%, 1%, 0%
#29 COc1ccc(-c2csc(NC(=O)CSCC(=O)Nc3cc(C)on3)n2)cc1OC
  14%, 7%, -3%, 48, 0, 4, 11%, 25%, -9%
#30 CCOC(=O)c1nc(C)nc(Sc2n[nH]c(-c3ccccc3)n2)c1C
  ?, 4%, -8%, 0, 0, 5, 1%, -2%, -19%

The final 2 compounds of the section above lead into the next:
The line under a structure holds: KB-V1 MDR tox, SW480 rereplic, HT1080NT lethal, IL-1B inflam inh, D3 antag, DRD3 agonist, KB-3-1 tox, GLP1R ag, HT1080 IDH1KD tx
#29 COc1ccc(-c2csc(NC(=O)CSCC(=O)Nc3cc(C)on3)n2)cc1OC
  14%, 7%, -3%, 48, 0, 4, 11%, 25%, -9%
#30 CCOC(=O)c1nc(C)nc(Sc2n[nH]c(-c3ccccc3)n2)c1C
  ?, 4%, -8%, 0, 0, 5, 1%, -2%, -19%
#31 Cc1ccc(C(=O)NNC(=O)c2cc(C)nc3ccccc23)cc1
  ?, -1%, 8%, -7, 37, 3, 24%, 19%, 6%
#32 COc1ccc(C(=O)COC(=O)c2cc(=O)[nH]c3ccccc23)c(OC)c1
  ?, -1%, 5%, -4, 13, 19, 0%, -4%, 18%
#33 CCOc1ccc(Nc2ccc(S(=O)(=O)N3CCOCC3)cc2[N+](=O)[O-])cc1
  ?, ., -6%, -29, 5, 4, -30%, 8%, -9%
#34 Cc1nc(-c2ccccc2)cc(-c2ccccc2)n1
  -9%, -18%, 1%, 27, 0, 10, -11%, 14%, -2%
#35 O=C(c1cc(F)ccc1F)C1CCCN(C(=O)c2ccc3nccnc3c2)C1 (configuration not stated)
  ?, 12%, 0%, -2, 23, -19, -9%, 6%, 0%
#36 Cc1ccc(C2=NN(S(C)(=O)=O)C(c3ccc4c(c3)OCO4)C2)cc1 (configuration not stated)
  ?, 3%, 2%, 10, 24, 6, -6%, 11%, 2%
#37 C[C@@]12C(=O)Nc3cc(Cl)ccc3C(=O)N1[C@H]1c3cc(Br)ccc3OC[C@@H]1[C@@H]2c1ccccc1
  0%, ?, ?, -23, 0, -5, 0%, -5%, ?
#38 Cc1ccc(/C=C2/CNC/C(=C/c3ccc(C)cc3)C2=O)cc1
  4.1µM*, 4.6µM*, 15µM*, -106*, -51*, -5, 3.3µM*, -4%, 23µM*
#39 Cc1noc(C)c1C(=O)Nc1ccc(-n2ccc(C(F)(F)F)n2)cc1
  5%, -4%, 6%, -8, -15, -7, -5%, 3%, 6%
#40 C=CCn1c(C)c(C(C)=O)c(SC)nc1=S
  ?, -4%, -2%, 7, 20, 2, -1%, -12%, 1%
#41 N[C@@H](CO)c1nnc([C@H](Cc2ccc(O)cc2)NC(=O)C2CCNCC2)o1
  0%, -2%, 15%, 18, 5, 9, 0%, -3%, 13%
#42 Cc1cc(=O)oc2c(CN3CCCC3)c(O)ccc12
  10%, 0%, 5%, 17, 9, 4, 6%, -3%, 8%
#43 Cc1ccccc1CS(=O)(=O)c1cnc2ccccc2n1
  ?, ?, 23µM*, -119*, ?, -5, 0%, 0%, ?
#44 O=C1NCN(c2ccccc2)C12CCN(c1nnnn1-c1ccccc1)CC2
  -28%, 10%, -9%, -6, 36, 3, -1%, 11%, -14%
#45 O/N=C1\CCSc2ccc(F)cc21
  12%, 1%, 0%, 31, 16, -2, 1%, -1%, -1%
#46 Cc1ccc(C(=O)c2cc([N+](=O)[O-])ccc2N2CCN(C)CC2)cc1
  3.7µM*, 10µM*, 10µM*, 1, -19, -22, 5.2µM*, -3%, 7.3µM*
#47 C[C@H]1CN([C@@H](C)CO)C(=O)Cc2cc(NC(=O)CCC(F)(F)F)ccc2O[C@H]1CN(C)C(=O)Nc1ccc(F)cc1
  -16%, 3%, 9%, 1, 25, 29, 19%, 0%, 2%
#48 O=C(OCCNC(=O)c1ccc2ccccc2n1)c1ccc(F)cc1
  -4%, 1%, 3%, 16, 11, 3, -3%, 24%, -18%
#49 C=C(C)CCC1(C)NC(=O)N(c2ccccc2)N1 (configuration not stated)
  -11%, -33%[inhibitor], 9.2µM*, ., 9, 6, 5%, 0%, 15µM*

Bioassay records (PubChem)
